# Hep lipid drop: inhibitors of hepatocyte lipid droplet formation, primary screen, imaging, high-throughput imaging, BODIPY stain. AML12 mouse hepatocytes, oleate lipid droplets. inhibition, % at 6.5 µM. hit rate 0.4% among 240,000. AID 1656, 2009;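 active means lipid droplet intensity inhibited by at least 50%, with more than 500 cells counted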
#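 material = mouse AML12 hepatocyte cell line, fixed after treatment | also added = 100 µM oleic acid challenge | doses = compound at 6.5 µM only | schedule = overnight exposure | technique = Image-based BODIPY and DAPI two-channel analysis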
# Rac1 GTP hydrolysis: MgcRacGAP GTPase-activating activity inhibitors, confirmation, biochemical, ADP Hunter fluorescence; Rac GTPase-activating protein 1 (Homo sapiens); MgcRacGAP-stimulated Rac1 GTP hydrolysis, ADP Hunter fluorescence; higher % means a stronger effect; GST-tagged Rac1 F28L mutant substrate; inhibition, % at 30 µM, or IC50 in µM where a hit was titrated; hit rate 0.6% among 340,000;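 active means first-screen hits whose inhibition reached a set limit at any dose in the follow-up dose series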;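 further: fluorescence reports GDP produced by GAP-driven GTP hydrolysis; strong numbers were not always called active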
# Large T inhibition: SV40 large T antigen inhibitors, biochemical (AID 1903); one-dose inhibition, % at 20 µM; IC50 in µM for titrated hits; SV40 large T antigen ATPase/helicase inhibition assay; higher % means a stronger effect; hit rate 0.39% among 310,000; in the data active means a potency from the dose series; further: strong numbers were not always called active
# GPR35 antagonists: GPR35 antagonists blocking zaprinast-driven arrestin recruitment, primary screen, imaging, U2OS, beta-arrestin-GFP, zaprinast agonist (AID 2058) | U2OS GPR35 beta-arrestin-GFP translocation imaging, zaprinast antagonism; higher % means a stronger effect | one-dose inhibition, % at 10 µM; IC50 in µM for titrated hits | hit rate 0.052% among 290,000;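 active means inhibition of at least 50% with at least 30 cells and total cytoplasm GFP at most 10,000,000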
# GPR55 activation: GPR55 agonists via beta-arrestin recruitment, primary screen, imaging, U2OS cells, beta-arrestin-GFP redistribution (AID 1961). hit rate 0.048% among 290,000. U2OS GPR55 beta-arrestin-GFP redistribution imaging; higher % means a stronger effect. activation, % at 10 µM; hits with a dose series show EC50 in µM. G-protein coupled receptor 55 (Homo sapiens);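 active means activation above 40% with more than 50 cells counted in the well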;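 further: U2OS osteosarcoma cells stably expressing GPR55 and beta-arrestin-GFP; plate controls were DMSO negative control for no effect and LPI positive control for full effect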
# T cell HTS: modulators of CD8 T cell-vesicle binding, primary screen, mouse 2C CD8+ T cells, flow cytometry; 2C CD8+ T cell-vesicle binding; stronger effect = lower value; calls only at 7 µM; hit rate 0.068% among 330,000; AID 2052, 2009;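 active means response, share of CD8 T cells binding vesicles, and their 90th percentile fluorescence all below set limits, cut at about 80% in these data, passing the limit was not always enough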
#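 System: murine 2C transgenic CD8+ T lymphocytes; also added: QL9-loaded Drosophila micro-vesicles; times: binding 1.5 h at 37 °C; measured by: flow cytometry, PE anti-B7-1 (FL2) versus Alexa647 anti-CD8 (FL8), PFA-fixed; control set: Peptide-free naked vesicles (low) and QL9 vesicles with 0.7% DMSO vehicle (high)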
# GPR55 LPI antagonism: GPR55 antagonists blocking LPI-driven arrestin recruitment, primary screen, imaging, U2OS, beta-arrestin-GFP, LPI agonist (AID 2013); U2OS GPR55 beta-arrestin-GFP translocation imaging, LPI antagonism; higher % means a stronger effect; G-protein coupled receptor 55 (Homo sapiens); inhibition, % at 10 µM; hits with a dose series show IC50 in µM; hit rate 0.13% among 290,000;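 active means spots per cell inhibited over 60%, with over 100 cells counted and total cytoplasm intensity under 500,000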;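 further: U2OS cells stably carrying GPR55 and arrestin-GFP stimulated by 5 µM LPI near EC80; imaged beta-arrestin-GFP aggregate spots per cell after agonist stimulation; plate controls were LPI-stimulated DMSO wells for no effect and DMSO wells without LPI for full effect; some results filed as inactive read as strong as hits; confirmed hits need IC50 under 10 µM and bright autofluorescent wells are also inconclusive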
# LYP inhibition: inhibitors of LYP phosphatase, biochemical, fluorescence intensity, uHTS (AID 1779). Tyrosine-protein phosphatase non-receptor type 22 (Homo sapiens). recombinant LYP phosphatase, fluorescence intensity; higher % means a stronger effect. inhibition, % at 11.5 µM; hits with a dose series show IC50 in µM. hit rate 0.054% among 290,000; in the data active means inhibition above about 50%;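 further: plate controls were vehicle with enzyme for no effect and no enzyme for full effect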
# NTR1 ag: agonists of NTR1, primary screen, imaging, U2OS cells, beta-arrestin-GFP, high content (AID 493036). Neurotensin receptor type 1 (Homo sapiens), P30989. NTR1-U2OS beta-arrestin-GFP spot imaging, agonist mode. activation, % at 20 µM. hit rate 0.17% among 330,000;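 active means activation at or above 40% of the spot to cytoplasm intensity ratio, with at least 20 cells analyzed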;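 further: 0% = DMSO without peptide and 100% = 100 nM NTR1 peptide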
# Target sequence (P30989 whole entry, looked up): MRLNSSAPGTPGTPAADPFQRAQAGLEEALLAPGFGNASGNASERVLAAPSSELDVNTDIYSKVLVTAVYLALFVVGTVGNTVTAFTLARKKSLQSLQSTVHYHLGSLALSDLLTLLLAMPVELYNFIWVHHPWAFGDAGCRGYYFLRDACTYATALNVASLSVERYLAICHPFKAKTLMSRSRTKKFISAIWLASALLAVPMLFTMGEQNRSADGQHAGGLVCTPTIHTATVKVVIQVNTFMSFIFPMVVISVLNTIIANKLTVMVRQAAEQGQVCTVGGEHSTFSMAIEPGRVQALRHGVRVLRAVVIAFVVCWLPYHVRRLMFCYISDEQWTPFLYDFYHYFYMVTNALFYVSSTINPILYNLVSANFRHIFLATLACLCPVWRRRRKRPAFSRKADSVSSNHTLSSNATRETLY
# Hep lipid drop cells 6.5 µM: also measured in Hep lipid drop; calls as there; cell count; measured here: cell count, cytotoxicity flag;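 cells counted across two imaged fields per well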
# T cell HTS vesicle-bound %: second read-out of T cell HTS, no call of its own (marks repeat the call); double positive events, %; measured here: CD8+ vesicle-bound cell fraction;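 binding gate set so that unloaded-vesicle control wells show 10% double positive cells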
# NTR1 ag cell count 20 µM: second read-out of NTR1 ag, no call of its own (marks repeat the call); cell count; measured here: cell count, cytotoxicity flag
# * marks the source's active call; other numbers are inactive results; i = inactive; · = not tested or not shown; + = active, no number.
SMILES,Hep lipid drop,Hep lipid drop cells 6.5 µM,Rac1 GTP hydrolysis,Large T inhibition,GPR35 antagonists,GPR55 activation,T cell HTS,T cell HTS vesicle-bound %,GPR55 LPI antagonism,LYP inhibition,NTR1 ag,NTR1 ag cell count 20 µM
O=C(c1ccc(OC2CCN(Cc3cccc(OCCO)c3)CC2)cc1)N1CCCC1,-15,708,9%,25%,5%,0.0%,i,18,-5%,-3%,3.4,46
O=C(COC(=O)c1cccs1)c1ccc2ccccc2c1,-6,771,1%,21%,3%,-0.4%,i,7,9%,-2%,-0.9,100
CN(Cc1ccccc1)C(=O)CN1C(=O)c2ccccc2C1=O,5,812,5%,5%,0%,-0.1%,i,53,-20%,-9%,-1.3,40
CC(=O)c1c(O)c2ccccc2n(Cc2ccccc2)c1=O,7,798,·,1%,25%,-0.1%,+,1.9*,20%,-3%,1.6,101
O=C(NCCCN1CCN(c2cccc(Cl)c2)CC1)c1cccc(N2CCCC2=O)c1,0,690,17%,0%,4%,0.3%,i,55,2%,-4%,1.4,36
COc1ccc(NC(=O)CN(C)C(=O)c2cc(-c3cccs3)nn2-c2ccccc2)cc1,·,·,-5%,3%,·,·,i,34,·,·,0.4,54
Cc1cc(-c2ccc(Br)cc2)n[nH]1,10,687,6%,10%,-8%,-0.3%,i,2,6%,-5%,1.8,50
CC(C)(C)C(=O)Nc1nnc(CSCc2ccccc2F)s1,8,743,3%,-7%,2%,-0.1%,i,56,-11%,-10%,1.0,79
CC(C)CNC(=S)NNC(=O)c1csc2c1CCC(C)C2 (centres undefined),12,794,9%,11%,-2%,0.3%,i,23,6%,1%,1.5,60
CN1C(=O)C(O)(c2nnc(-c3ccccc3)o2)c2ccccc21 (centres undefined),2,702,9%,18%,-8%,-0.6%,i,23,7%,-4%,2.8,59
COC(=O)[C@]1(S(=O)(=O)c2ccccc2)C[C@@H]2ON=C(c3ccc(OC)cc3)[C@@H]2C1,1,738,2%,9%,-12%,0.1%,i,4,5%,-8%,-5.4,49
CC(C)CC(NC(=O)c1ccco1)C(=O)Nc1ccc2c(c1)OCCO2 (centres undefined),·,·,5%,5%,1%,0.2%,i,66,4%,-5%,-3.5,51
CC1CCc2nn(CC(=O)NC3CCCC(C)C3C)cc2C1 (centres undefined),-17,713,4%,9%,19%,0.2%,i,65,6%,3%,2.4,48
NC(=O)c1cc[n+](CC(=O)c2ccc(NC(=O)c3ccccc3)cc2)cc1,1,679,-4%,8%,-4%,-0.3%,i,29,-1%,-3%,-0.2,92
COc1ccc2cc3cc(C(=O)N4CCN(C5CCCCC5)CC4)oc3nc2c1,9,747,-31%,-3%,18%,-0.1%,i,32,-6%,-36%,0.9,55
COC(=O)c1sccc1NC(=O)Nc1ccc(C)cc1,-5,631,9%,-2%,-3%,0.4%,i,18,6%,-3%,-1.3,60
COc1ccc(C(=O)NCCSc2ccc(C)cc2)cc1,-1,602,6%,8%,6%,-0.3%,i,40,9%,4%,1.9,79
COc1cccc(Nc2cc(N3CCOCC3)c3nonc3c2[N+](=O)[O-])c1,·,·,6%,5%,-1%,-0.2%,i,23,9%,7%,0.2,48
COc1ccc2cc(S(=O)(=O)N3CCN(C)CC3)ccc2c1,1,731,5%,-3%,-11%,0.3%,i,42,14%,-1%,-0.3,69
CCOC(=O)c1c(C)n(C)c2ccc(OC)c(NC(=O)CN3CCC4(CC3)OCCO4)c12,·,·,15%,11%,2%,0.3%,i,42,2%,2%,-0.9,84
CCn1nnnc1NCc1cccc(Cl)c1,4,698,-1%,10%,7%,0.2%,i,60,0%,-2%,-2.0,40
COc1cccc(-c2nc(-c3ccccc3)no2)c1,2,733,6%,22%,0%,0.3%,i,29,3%,-4%,0.6,52
Cc1ccc(-n2c(CNc3ccc(C)c(Cl)c3)n[nH]c2=S)cc1,-14,719,4%,·,-2%,-0.1%,i,55,8%,2%,0.2,95
CN=C1S/C(=C/c2cn(CC(=O)OC)c3ccccc23)C(=O)N1C,-30,664,18%,5%,3%,-0.1%,i,32,-1%,-9%,0.0,69
Cc1ccccc1NC(=O)Nc1ccccc1N1CCCCC1,3,690,6%,6%,12%,-0.1%,i,27,2%,-2%,5.0,53

# Copied from the list:
# CC(C)CNC(=S)NNC(=O)c1csc2c1CCC(C)C2 (centres undefined) in GPR55 activation: 0.3%
# O=C(NCCCN1CCN(c2cccc(Cl)c2)CC1)c1cccc(N2CCCC2=O)c1 in Large T inhibition: 0%

# The list goes on:
SMILES,Hep lipid drop,Hep lipid drop cells 6.5 µM,Rac1 GTP hydrolysis,Large T inhibition,GPR35 antagonists,GPR55 activation,T cell HTS,T cell HTS vesicle-bound %,GPR55 LPI antagonism,LYP inhibition,NTR1 ag,NTR1 ag cell count 20 µM
Cc1cc(NS(=O)(=O)c2ccc(NC(=O)Cc3ccccc3)cc2)nc(C)n1,-1,830,13%,4%,10%,-0.3%,i,25,7%,-7%,-0.5,53
COc1cccc(C(=O)Nc2ccc(-n3nncc3C(C)(C)C)cc2)c1,-3,682,6%,9%,1%,-1.0%,i,22,11%,-2%,1.1,61
COc1cc(C(=O)OCC(=O)N(CC(C)C)C2CCS(=O)(=O)C2)ccc1OCC(C)C (centres undefined),·,·,0%,10%,·,·,i,8,·,·,-0.6,62
Cc1c(NC(=O)c2cc(-c3ccccc3O)on2)c(=O)n(-c2ccccc2)n1C,-1,710,8%,16%,-6%,-0.1%,i,50,4%,-3%,-1.0,65
COc1ccccc1Nc1nc(N)nc(CSCCO)n1,-1,658,2%,15%,-16%,-0.1%,i,28,9%,3%,1.9,33
COc1ccc(NC(=O)N2CCC(n3cnc4ccccc43)CC2)cc1,11,739,5%,7%,59%,0.8%,i,51,-17%,-10%,-0.8,41
CCN(CC(=O)Nc1ccc(OC)cc1)C(=O)CSCC(=O)Nc1ccc(C)cc1,-3,797,5%,4%,-9%,0.2%,i,47,10%,-7%,0.8,51
O=C1CS/C(=N/N=C/c2ccco2)N1Cc1ccc(F)cc1,15,752,·,17%,0%,-0.1%,i,29,10%,0%,-0.4,55
CCN(CC)CCCNC(=O)CCC(=O)Nc1ccc2nc(N3CCCCC3)cc(C)c2c1,8,685,20%,6%,-13%,0.2%,i,17,10%,0%,2.1,52
CCS(=O)(=O)c1nc2ccccc2n1Cc1ccccc1Cl,4,547,-2%,1%,1%,-0.2%,i,24,-6%,4%,1.5,52
COC(=O)C1=C(C)N(C)C(=S)NC1c1cc(OC)ccc1OC (centres undefined),5,727,-7%,12%,9%,0.1%,i,52,5%,-1%,0.5,50
COc1ccc(CCN(C)C(=O)CNC(=O)c2ccc3c(c2)OCO3)cc1OC,15,671,5%,9%,-16%,0.0%,i,11,-3%,-6%,1.9,67
O=C(CSc1nnc(CN2CCOCC2)n1-c1ccc(Cl)cc1)Nc1ccc2c(c1)OCO2,3,743,2%,2%,2%,-0.1%,i,59,8%,-5%,-1.1,67
Cn1c(=NC(=O)c2ccc3c(c2)OCCO3)sc2cc(S(C)(=O)=O)ccc21,-2,769,5%,1%,-17%,0.1%,i,29,8%,2%,0.7,62
O=C(CSCc1ccc(F)cc1)NC1CCCC1,-3,575,0%,4%,-9%,-0.2%,i,28,0%,-1%,0.8,70
Cc1cc(C)cc(C(=O)NCC(=O)OCC(=O)NCc2ccco2)c1,-10,664,-1%,2%,3%,-0.6%,i,8,8%,-3%,2.6,37
Cc1oc2ccc(Br)cc2c(=O)c1-c1nn[nH]n1,-10,660,1%,11%,-15%,-0.1%,i,43,3%,-8%,1.0,50
c1ccc(-c2cccc(-c3ccccc3)n2)cc1,·,·,6%,6%,7%,-0.1%,i,49,5%,-6%,3.1,86
CC1CC(C)CN(C(=O)C2CCN(C(=O)Nc3ccccc3)CC2)C1 (centres undefined),·,·,2%,9%,·,·,i,21,·,·,-0.4,67
CCOC(=O)CSc1nc(-c2ccccc2)ns1,0,634,5%,-17%,-5%,-0.2%,i,13,-10%,-3%,1.2,46
O=C(Cc1noc2ccccc12)Nc1ccc(Cl)cc1,-5,703,6%,15%,10%,0.6%,i,2,-11%,-4%,1.3,75
Clc1cc(NCc2cccs2)ccc1N1CCOCC1,-14,593,14%,65µM*,0%,-0.2%,i,10,11%,2%,0.7,95
CN(C)c1ccc(/C=N/NC(=O)c2ccccn2)cc1,6,671,0%,31%,-10%,0.2%,i,23,9%,2%,0.1,40
Cc1ccc(OCC(=O)N/N=C/c2cccc3cccnc23)cc1,3,674,6%,5%,3%,-0.1%,i,16,-2%,6%,0.2,60
COc1ccc(C(=O)Nc2ccc3c(c2)CCCN3C(=O)c2cccs2)c(OC)c1,4,689,9%,95%,6%,0.2%,i,21,5%,1%,9.0,74
COc1cc(CN2CCCCCC2)cc(OC)c1,2,787,4%,2%,3%,-0.2%,i,54,11%,-12%,-1.2,54
O=C(c1ccc2oc(CCc3ccccc3)nc2c1)N1CCC(O)CC1,0,668,5%,·,-16%,-0.2%,i,14,5%,-8%,-0.1,76
CSc1nc2ccc(S(=O)(=O)N3CCOCC3)cc2s1,15,707,6%,0%,-2%,-0.1%,i,44,-7%,-4%,-1.1,59
COc1ccc(-n2c(C)nc(=O)c(-c3ccccc3)c2C)cc1,1,706,4%,0%,-2%,0.5%,i,50,-4%,-6%,-1.2,96
CC(C)C(NC(=O)c1ccccc1NC(=O)c1ccccc1)C(=O)NCCCn1ccnc1 (centres undefined),-9,768,1%,-1%,9%,0.0%,i,19,8%,-12%,2.6,43

# The order is random; overall some 1.8% were active at least once.
